MT1-MMP act inh: MT1-MMP (human) activation inhibition. P50281. HT1080 RFP-PRO-GFP cells, GFP/RFP ratio fluorescence, overnight; percent of plate control window, DMSO zero. GFP/RFP ratio change, % at 20 µM. 360,000 compounds, 0.061% hits. AID 651647;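 active = GFP/RFP ratio change of at least 30% with cell ATP level not reduced by more than half and red fluorescence within 50% of control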; also: strong numbers were not always called active
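Read-out: GFP/RFP fluorescence ratio; Test system: RFP-PRO-GFP reporter HT1080 cells; Compound dosing: single-point 20 µM compound, 1% DMSO; Times: overnight compound exposure at 37 °C.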
Rin1 Abl inh: inhibitors of human Rin1-Abl protein interaction | P00519+Q13671 | TR-FRET Rin1/Abl binding, biochemical | inhibition, % at 7.35 µM | 360,000 compounds, 0.4% hits; in the data active = inhibition above about 5%, passing the limit was not always enough
eLon inh: E. coli protease La inhibition; P0A9M0; purified E. coli Lon protease, fluorescence polarization; inhibition, % at 7.94 µM; 360,000 compounds, 0.42% hits; in the data active = inhibition above about 13%, passing the limit was not always enough;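 also: 0% = enzyme with probe and DMSO and 100% = no enzyme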
MsrA act: activators of bovine methionine sulfoxide reductase A | purified bovine MsrA, absorbance read-out | activation, % at 10.6 µM | 360,000 compounds, 0.3% hits; in the data active = activation above about 7.5%;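 also: 0% = vehicle and 100% = reference activator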
MsrA inhibitor: inhibits bovine methionine sulfoxide reductase A; inhibition, % at 15.5 µM; purified bovine MsrA, absorbance read-out; 360,000 compounds, 0.75% hits; in the data active = inhibition above about 4.5%;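 also: 0% = vehicle wells with enzyme and 100% = reference inhibitor wells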
MLLE-PAM2 inh: inhibitors of microRNA-mediated deadenylation, human PABP1 MLLE binding; inhibition, % at 20 µM; 360,000 compounds, 0.36% hits; P11940; GST-MLLE / FITC-PAM2 fluorescence polarization; in the data active = inhibition above about 35%, passing the limit was not always enough;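 also: plate controls were DMSO wells with GST-MLLE for no effect and wells lacking GST-MLLE protein for full effect; some results filed as inactive read as strong as hits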
Rpn11 inh: blocks the human proteasome subunit Rpn11; 360,000 compounds, 0.59% hits; calls only at 20 µM; human 26S proteasome, Ub4-pepOG fluorescence polarization; 20S core pre-blocked with epoxomicin; O00487;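 active = inhibition at 20 µM, scaled to each plate's controls, above about 33%, limit read from the data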
FAS-TE inh: blocks the thioesterase domain of human fatty acid synthase; 360,000 compounds, 0.67% hits; inhibition, % at 15 µM; AID 602261; P49327; recombinant FAS-TE, OMFH fluorogenic substrate, fluorescence endpoint;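 active = compounds whose normalised, plate-corrected inhibition of enzyme fluorescence in the single-dose primary screen is 50% or more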;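 also: 0% = DMSO with enzyme and 100% = substrate without enzyme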
Target sequence (P49327 whole entry, looked up, the tested form may be a part): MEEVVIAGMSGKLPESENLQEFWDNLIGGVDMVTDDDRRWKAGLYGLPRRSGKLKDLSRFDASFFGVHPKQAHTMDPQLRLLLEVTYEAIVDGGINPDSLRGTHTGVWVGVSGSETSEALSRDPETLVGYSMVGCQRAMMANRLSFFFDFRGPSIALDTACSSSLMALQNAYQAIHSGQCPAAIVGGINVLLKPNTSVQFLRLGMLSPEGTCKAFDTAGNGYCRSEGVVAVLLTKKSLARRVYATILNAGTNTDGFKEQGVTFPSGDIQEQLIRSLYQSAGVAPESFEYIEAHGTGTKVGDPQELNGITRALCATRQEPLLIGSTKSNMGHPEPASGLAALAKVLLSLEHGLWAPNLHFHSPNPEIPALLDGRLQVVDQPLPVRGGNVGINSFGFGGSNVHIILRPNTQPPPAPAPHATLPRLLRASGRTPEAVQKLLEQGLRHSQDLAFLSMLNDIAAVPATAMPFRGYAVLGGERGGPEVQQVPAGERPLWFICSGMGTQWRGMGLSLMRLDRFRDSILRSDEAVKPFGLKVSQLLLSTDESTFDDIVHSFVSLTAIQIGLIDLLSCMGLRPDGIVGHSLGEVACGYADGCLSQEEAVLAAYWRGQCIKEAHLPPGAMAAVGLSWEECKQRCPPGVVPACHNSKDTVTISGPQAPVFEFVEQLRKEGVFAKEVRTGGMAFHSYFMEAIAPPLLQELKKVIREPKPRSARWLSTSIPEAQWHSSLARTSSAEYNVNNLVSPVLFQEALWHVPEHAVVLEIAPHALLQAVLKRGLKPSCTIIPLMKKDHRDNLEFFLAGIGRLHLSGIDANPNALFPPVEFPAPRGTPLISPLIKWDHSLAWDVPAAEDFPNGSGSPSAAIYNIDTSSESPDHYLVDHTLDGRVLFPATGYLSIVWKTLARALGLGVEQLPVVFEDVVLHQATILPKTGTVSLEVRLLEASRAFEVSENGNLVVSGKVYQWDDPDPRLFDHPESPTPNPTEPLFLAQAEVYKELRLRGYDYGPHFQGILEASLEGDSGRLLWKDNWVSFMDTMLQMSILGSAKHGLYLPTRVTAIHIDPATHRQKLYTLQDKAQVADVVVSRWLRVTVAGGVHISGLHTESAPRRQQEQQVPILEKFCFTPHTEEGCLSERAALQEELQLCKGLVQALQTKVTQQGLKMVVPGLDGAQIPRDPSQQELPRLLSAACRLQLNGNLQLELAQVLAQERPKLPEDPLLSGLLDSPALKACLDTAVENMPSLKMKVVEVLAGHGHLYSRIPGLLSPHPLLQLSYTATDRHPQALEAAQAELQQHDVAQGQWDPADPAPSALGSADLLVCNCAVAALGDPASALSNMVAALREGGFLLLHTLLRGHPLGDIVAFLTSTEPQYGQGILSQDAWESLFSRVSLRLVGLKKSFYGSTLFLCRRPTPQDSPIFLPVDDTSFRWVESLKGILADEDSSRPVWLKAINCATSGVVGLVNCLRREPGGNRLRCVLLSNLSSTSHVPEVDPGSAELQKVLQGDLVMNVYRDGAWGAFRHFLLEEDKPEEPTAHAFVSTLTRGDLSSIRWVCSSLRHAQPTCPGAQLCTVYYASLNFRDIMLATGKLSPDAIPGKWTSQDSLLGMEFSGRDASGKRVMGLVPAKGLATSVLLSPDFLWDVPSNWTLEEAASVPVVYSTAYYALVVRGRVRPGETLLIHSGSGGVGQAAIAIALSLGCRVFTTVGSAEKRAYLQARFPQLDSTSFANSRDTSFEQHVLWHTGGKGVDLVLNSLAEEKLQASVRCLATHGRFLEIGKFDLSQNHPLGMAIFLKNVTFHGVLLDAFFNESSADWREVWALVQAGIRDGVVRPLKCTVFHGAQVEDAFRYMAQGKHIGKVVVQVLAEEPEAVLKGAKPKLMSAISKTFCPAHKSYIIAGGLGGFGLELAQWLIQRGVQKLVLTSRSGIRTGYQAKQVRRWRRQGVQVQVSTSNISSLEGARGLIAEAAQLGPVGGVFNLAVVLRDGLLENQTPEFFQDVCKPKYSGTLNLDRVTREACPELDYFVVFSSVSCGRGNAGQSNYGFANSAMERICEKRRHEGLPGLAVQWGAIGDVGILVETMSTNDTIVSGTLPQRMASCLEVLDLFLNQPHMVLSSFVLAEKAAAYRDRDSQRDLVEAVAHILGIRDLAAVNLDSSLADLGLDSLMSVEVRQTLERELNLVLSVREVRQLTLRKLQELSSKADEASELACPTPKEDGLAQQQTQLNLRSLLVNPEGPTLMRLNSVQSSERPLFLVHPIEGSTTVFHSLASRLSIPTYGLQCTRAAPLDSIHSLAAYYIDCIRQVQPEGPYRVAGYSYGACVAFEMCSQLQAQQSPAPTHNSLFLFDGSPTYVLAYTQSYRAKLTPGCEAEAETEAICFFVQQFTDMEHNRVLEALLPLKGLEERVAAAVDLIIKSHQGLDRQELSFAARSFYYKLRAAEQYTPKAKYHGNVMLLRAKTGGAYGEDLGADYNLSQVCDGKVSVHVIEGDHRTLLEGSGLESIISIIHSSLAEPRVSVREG
CSN deneddyl inh: inhibitors of human CSN-mediated cullin deneddylation | Purified CSN, SCF-Nedd8-OG deneddylation, fluorescence polarization | inhibition, % at 12.5 µM | 360,000 compounds, 0.38% hits | AID 651999;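 active = pattern-corrected inhibition above about 35%, with an unprinted fluorescence ratio check between 0.5 and 1.5, limit read from the data, passing the limit was not always enough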;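 also: 0% = enzyme with substrate and 100% = substrate without enzyme; some results filed as inactive read as strong as hits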
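Test system: Human Csn5 produced in HEK293T cells | Compound: 12.5 µM single point | Times: 90 min, room temperature | Signal: Fluorescence polarization readout | Read-out basis: % inhibition of substrate cleavage by Csn5 | Controls: no-enzyme wells high, enzyme-with-substrate wells low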
Starred values were filed as active, the others as inactive; i = inactive; · = no result given; + = active, no number.

SMILES | MT1-MMP act inh | Rin1 Abl inh | eLon inh | MsrA act | MsrA inhibitor | MLLE-PAM2 inh | Rpn11 inh | FAS-TE inh | CSN deneddyl inh
CC(C)(C)c1c(Cl)c(O)c(-c2ccccc2)c(=O)n1-c1ccccc1 | -2 | 1 | -2 | -5 | 0.9 | -16 | i | -2 | -6
Cc1cc(C)n2nc(C(=O)NNC(=O)c3ccc(Cl)cc3)nc2n1 | 3 | 0 | -7 | -3 | -0.2 | 5 | i | -1 | -4
CNCc1c(OCc2ccccc2F)ccc2ccccc12 | -1 | -3 | 6 | -4 | -0.6 | -4 | i | -11 | -6
Cc1onc(-c2ccccc2)c1C(=O)NC(=S)NNC(=O)c1cccnc1 | 6 | 2 | -3 | -4 | 2.7 | 23 | i | -10 | 0
Cc1ccc(NC(=O)CSc2ccc3nnc(-c4ccccn4)n3n2)cc1 | -1 | 5 | 0 | -2 | 0.2 | 9 | i | -2 | 1
CCNCC(=O)Nc1ccc(N2CCOCC2)cc1 | -2 | 0 | -6 | -17 | -0.7 | 14 | i | -12 | 7
COc1ccccc1N(C(=O)c1cncc(Br)c1)c1nc(-c2ccc(C)cc2)cs1 | -6 | -5 | 5 | -2 | -0.3 | -9 | i | 56* | -4
CCN(C(=O)CSc1nnc2ccccn12)C1CCS(=O)(=O)C1 (stereo not given) | -3 | 6 | 7 | -10 | 0.8 | 5 | i | -3 | 1
Cc1cc(N2CCOCC2)nc2ccc(NC(=S)NCCC(C)C)cc12 | 10 | -1 | -12 | -3 | 0.1 | -48 | i | 1 | -1
O=C(CSc1nnc2ccc(-c3ccccn3)nn12)Nc1ccccc1F | -1 | 5 | 4 | 1 | -0.6 | 5 | i | -2 | -3
CC1CCCN(C(=O)c2cc(-c3cccs3)nc3ccccc23)C1 (stereo not given) | -5 | 3 | -12 | -5 | 1.3 | -16 | i | 3 | 3
CCN(CC)C(=O)Cn1cc(C(=O)C(=O)N(C)C2CCN(C)CC2)c2ccccc21 | -2 | -3 | 11 | -10 | 0.9 | -5 | i | -4 | -4
O=C(c1ccccc1)c1nn(-c2ccccc2)c(=O)cc1C(F)(F)F | -5 | 2 | -3 | 0 | 0.3 | -24 | i | 7 | 4
COc1cc(=O)[nH]c(SCC(=O)Nc2ccc3ccccc3c2)n1 | -2 | 13* | -3 | -1 | -0.5 | 4 | i | -4 | 1
COC(=O)[C@@]12CCCCN1[C@H](c1ccc(-c3cccc(Cl)c3)c(OC)c1)[C@H]1C(=O)N(C)C(=O)[C@H]12 | -2 | -1 | 6 | -4 | -1.4 | -2 | i | 28 | 0
O=C(Cn1cnc([N+](=O)[O-])c1)Nc1ccccc1C(F)(F)F | -1 | -1 | 1 | -2 | -0.2 | -7 | i | -1 | 2
CC(=O)c1ccc(NS(=O)(=O)c2ccc3c(c2)N(C)CCO3)cc1 | -2 | 0 | -7 | -3 | 2.1 | -12 | i | -4 | 1
O=S(=O)(NCC(c1ccc2c(c1)OCO2)N1CCOCC1)c1ccccc1 (stereo not given) | 0 | -1 | 1 | -1 | -0.4 | -6 | i | -6 | -3
COc1ccc(NC(=S)NC2CCCC2)c(OC)c1 | 0 | 2 | 13 | -9 | 0.7 | -22 | i | -3 | 1
CC(=O)Nc1ccc(C(=O)OC2CCCCC2=O)cc1 (stereo not given) | · | 2 | -6 | -12 | -0.7 | -5 | i | -11 | 5
CCOC(=O)c1ccccc1NC1c2ccccc2C(=O)N1c1ccc(C)cn1 (stereo not given) | 6 | 0 | 4 | -2 | 0.9 | 13 | i | 29 | 4
COc1ccccc1N1CCN(C(=O)Nc2cccc(Cl)c2)CC1 | 1 | -2 | -6 | -7 | -1.2 | -6 | i | 3 | 1
O=C(NCCC(=O)N1CCN(c2ncccn2)CC1)c1ccccc1Cl | 7 | 1 | -7 | -3 | 1.9 | -10 | i | -5 | -3
O=C(CN1CCN(CC(=O)Nc2ccccc2C(F)(F)F)CC1)Nc1ccccc1F | -1 | 1 | 1 | -2 | 0.4 | -1 | i | 2 | 2
COc1ccc(/C=C/C(=O)c2cc(F)ccc2OC(=O)c2ccc(OC)c(OC)c2)cc1OC | -4 | -2 | -2 | -3 | 0.4 | -7 | i | 2 | 7
Cc1oc(C)c(S(=O)(=O)NCc2cccs2)c1C(=O)O | 0 | -6 | 5 | -5 | -0.9 | 12 | i | -7 | 3
COc1cccc(OC)c1C(=O)OCC(=O)NCc1ccco1 | -3 | 2 | -11 | -3 | -0.9 | -8 | i | -4 | 3
Cc1ccc(/C=C/S(=O)(=O)NCC(=O)OCC(=O)Nc2c(F)cccc2F)cc1 | 2 | 0 | 10 | -6 | -0.5 | -100 | i | -4 | -2
O=C(COC(=O)c1ccc(F)c(S(=O)(=O)N2CCOCC2)c1)NCc1ccc(Cl)cc1 | 1 | 1 | 0 | -1 | -0.3 | -17 | i | 15 | -4
CCCC(=O)NCC(c1cccs1)S(=O)(=O)c1ccc(C)cc1 (stereo not given) | 16 | 0 | 1 | -1 | -0.1 | 5 | i | -5 | 4
CCC1(c2ccccc2)C(=O)N(C(=O)OC(C)(C)C)N1C(=O)OC(C)(C)C (stereo not given) | 1 | 2 | -19 | -1 | 1.4 | -7 | i | 17 | 3
Cc1cc([N+](=O)[O-])cc([N+](=O)[O-])c1NCC(C)C | 6 | 2 | -2 | -10 | 1.9 | 3 | i | 16 | -7
O=C(CN1C(=O)CSCC1=O)NCc1ccc(F)cc1 | 0 | -1 | -10 | -4 | 2.1 | 7 | i | -12 | 8
CC1=C([N+](=O)[O-])C(c2ccccc2C(F)(F)F)NC(=O)N1C (stereo not given) | 0 | 0 | 8 | -5 | 1.4 | 10 | i | -3 | 1
O=C(CCC1CCCC1)NCCS(=O)(=O)N1CCN(c2ccc(F)cc2)CC1 | 3 | 3 | 5 | -10 | 0.5 | 8 | i | 0 | -4
C/C(Cn1cnc([N+](=O)[O-])n1)=N\NC(=O)c1ccncc1 | 2 | -1 | -10 | -1 | 0.4 | 1 | i | -11 | -2
CC1CN(c2ccc(NS(=O)(=O)c3ccccc3)cc2C(=O)O)CC(C)O1 (stereo not given) | 2 | 1 | -4 | -2 | 1.1 | -4 | i | -6 | 2
CCOC(=O)C1CCN(S(=O)(=O)c2ccc3c(c2)CCN3C(=O)C2CCC2)CC1 | 5 | 3 | -6 | -1 | · | 9 | i | 12 | -5
O=C(CN1CCCCC1)NCC1(c2ccccc2)CCCC1 | -1 | -3 | 1 | -4 | 0.5 | 1 | i | -4 | 1
C=C[C@@H]1c2cc(C)ccc2N(S(=O)(=O)c2ccc(C)cc2)[C@H](c2ccccc2C(F)(F)F)C1(C#N)C#N | 6 | 1 | 10 | -8 | 0.4 | -5 | i | 16 | 2

Single records (already shown). Order of values: MT1-MMP act inh | Rin1 Abl inh | eLon inh | MsrA act | MsrA inhibitor | MLLE-PAM2 inh | Rpn11 inh | FAS-TE inh | CSN deneddyl inh
Profile of `O=C(CCC1CCCC1)NCCS(=O)(=O)N1CCN(c2ccc(F)cc2)CC1` = 3 | 3 | 5 | -10 | 0.5 | 8 | i | 0 | -4
Profile of `C/C(Cn1cnc([N+](=O)[O-])n1)=N\NC(=O)c1ccncc1` = 2 | -1 | -10 | -1 | 0.4 | 1 | i | -11 | -2
Profile of `C=C[C@@H]1c2cc(C)ccc2N(S(=O)(=O)c2ccc(C)cc2)[C@H](c2ccccc2C(F)(F)F)C1(C#N)C#N` = 6 | 1 | 10 | -8 | 0.4 | -5 | i | 16 | 2
Profile of `CC1=C([N+](=O)[O-])C(c2ccccc2C(F)(F)F)NC(=O)N1C` (stereo not given) = 0 | 0 | 8 | -5 | 1.4 | 10 | i | -3 | 1
Profile of `Cc1cc([N+](=O)[O-])cc([N+](=O)[O-])c1NCC(C)C` = 6 | 2 | -2 | -10 | 1.9 | 3 | i | 16 | -7

Other structures.
SMILES | MT1-MMP act inh | Rin1 Abl inh | eLon inh | MsrA act | MsrA inhibitor | MLLE-PAM2 inh | Rpn11 inh | FAS-TE inh | CSN deneddyl inh
CC(=O)Nc1ccc(NC(=O)C(C)n2nc([N+](=O)[O-])c(Br)c2C)cc1 (stereo not given) | -3 | 3 | -9 | 0 | -0.1 | -1 | i | 18 | 1
O=C1CC(=O)N(Cc2ccco2)C(=O)N1 | -88 | 4 | -174 | -4 | 1.6 | -105 | + | -6 | 66*
Clc1ccc(-c2cn3cc(Br)ccc3n2)cc1Cl | 0 | -6 | 2 | -10 | 0.8 | -4 | i | -1 | -1
CCCC(=O)NCc1ccc2c(c1)cc(C)n2C | 25 | -24 | 2 | -4 | 2.3 | 23 | i | -8 | -1
Cc1nnc(SCC(=O)Nc2ccc(F)cc2)n(N)c1=O | -2 | 4 | -17 | -4 | -0.6 | 13 | i | -3 | -2
NC(=O)C1CCN(CCCNC2CC(=O)N(Cc3ccc(N4CCCC4=O)cc3)C2=O)CC1 (stereo not given) | 2 | -4 | -6 | -2 | 0.1 | -10 | i | -4 | -2
O=C(COC(=O)c1cccnc1Cl)Nc1cccc(S(=O)(=O)N2CCCCC2)c1 | -1 | 0 | -11 | -3 | 0.4 | 3 | i | 1 | -1
CCOCCCNC(=O)CN1C(=O)NC(Cc2c[nH]c3ccccc23)C1=O (stereo not given) | 3 | 2 | -4 | -3 | 1.4 | 8 | i | -7 | 0
O=C(CCC1CCCCC1)NC1CCCCC1 | 2 | 5 | -6 | -3 | 0.5 | -44 | i | 0 | -4
CC(C)CCN(CC(=O)NCc1ccc(F)cc1)S(=O)(=O)c1ccccc1F | 2 | -2 | 10 | -7 | -1.2 | -1 | i | 13 | 1
COc1ccc(CNC(=O)CCN2C(=O)c3ccccc3S2(=O)=O)cc1 | 0 | -2 | 5 | -3 | -0.2 | 4 | i | -7 | 3
C[C@@H]1CN([C@@H](C)CO)C(=O)CCCn2nncc2CO[C@H]1CN(C)S(=O)(=O)c1cccc(C#N)c1 | 1 | 1 | 9 | 1 | -0.7 | 15 | i | -7 | 2
CCN1C(=O)/C(=C2/C=Cc3cc(C)ccc3N2CC)N(C)C1=S | 7 | -17 | 4 | -7 | 1.8 | -138 | i | -4 | -2
OCCC1CN(Cc2cccc3nonc23)CCN1Cc1ccsc1 (stereo not given) | -4 | 1 | 0 | -5 | 1.9 | -1 | i | -1 | 5
CCOC(=O)C1=CNS(=O)(=O)NC1c1ccc(C)cc1 (stereo not given) | 3 | 3 | 1 | -1 | 1.0 | 0 | i | -7 | -3
O=C(N/N=C/c1ccco1)c1ccc(NC(=O)C2CC2)cc1 | 0 | -3 | 2 | -7 | 2.8 | -5 | i | -5 | 1
Cc1cccc(C)c1NC(=O)CN1CCN(C(=O)CNC(=O)c2ccc(-c3ccccc3)cc2)CC1 | -6 | 1 | -5 | -6 | 0.6 | 6 | i | -3 | -3
CCOc1ccc(NC(=O)CCC(=O)OC)cc1 | 1 | 3 | 4 | -7 | 0.5 | -1 | i | -7 | 3
O=C(CSc1ncnc2c1nnn2Cc1ccc(F)cc1)NC1CCCC1 | 4 | -4 | 3 | -3 | 1.1 | 13 | i | 0 | 4
CC(C)(C)c1ccc(CN2C(=O)c3ccccc3S2(=O)=O)cc1 | 0 | 0 | -3 | 0 | 1.7 | 9 | i | 34 | -3
O=C(c1cc(-c2cccnc2)nc2ccccc12)N1CCN(S(=O)(=O)c2ccc(Cl)s2)CC1 | 2 | 2 | -6 | -2 | -0.8 | -7 | i | 24 | 3
Cc1ccccc1-c1nnc(SCC(=O)NC2CCCCC2)o1 | 1 | 2 | 2 | 1 | 0.2 | -7 | i | -4 | -4
Cc1cccc(C(=O)NNC(=O)CSc2nnc(C(C)C)n2C)c1 | -2 | 3 | -3 | -4 | -1.4 | 7 | i | -9 | 5

From PubChem
